L3MBTL1 inh: blocks human L3MBTL1; Q9Y468; AlphaScreen L3MBTL1–H3K9me1 peptide binding; Potency, µM (series often up to 57.1 µM), inactives show at the highest dose activity, negative = inhibition, hits mostly inhibitors; 0.66% of 230,000 active; AID 485360; note: nearly all actives have a fitted effect of over 60% in size
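Displacement of a biotinylated histone H3(1-15) peptide monomethylated at Lys9 (75 nM) from L3MBTL1 (50 nM) was measured by AlphaScreen after a 30 min room-temperature compound incubation; cefsulodin titration served as intraplate control.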
aGal spleen mod: inhibits or activates alpha-galactosidase in human spleen homogenate | P06280 | human spleen homogenate, 4MU-alpha-Gal fluorescence, 40 min | 0.008% of 240,000 active | Potency, µM (series often up to 80 µM), inactives show top-dose activity change, negative = inhibition, hits mostly inhibitors;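 note: 0% = enzyme with vehicle and -100% = no enzyme basal signal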
Target sequence (P06280 32-429 limits assumed): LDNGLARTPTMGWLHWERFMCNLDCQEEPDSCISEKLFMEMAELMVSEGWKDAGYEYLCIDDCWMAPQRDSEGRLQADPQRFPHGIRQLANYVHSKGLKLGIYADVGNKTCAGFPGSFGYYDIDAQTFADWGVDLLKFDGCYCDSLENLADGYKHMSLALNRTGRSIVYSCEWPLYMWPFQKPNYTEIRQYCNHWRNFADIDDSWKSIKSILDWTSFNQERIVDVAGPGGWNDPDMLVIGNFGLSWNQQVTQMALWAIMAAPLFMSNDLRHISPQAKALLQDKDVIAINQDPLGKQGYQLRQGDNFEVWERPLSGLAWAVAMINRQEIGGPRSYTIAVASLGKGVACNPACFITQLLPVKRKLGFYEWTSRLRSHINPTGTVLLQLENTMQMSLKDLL
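Human spleen homogenate (1 ug) as enzyme source, 4-methylumbelliferyl-alpha-D-galactopyranoside 1 mM final, citrate/phosphate pH 5.0 with 0.01% Tween-20. Compounds 40 min at 37C, NaOH/glycine stop; fluorescence Ex 365/Em 440, Hill-fit AC50.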
ALDH1A1 inh: blocks purified human ALDH1A1 activity. 7.3% of 220,000 active. Purified ALDH1A1, NADH fluorescence, propionaldehyde substrate. Potency, µM (titrated, usually from 75.3 µM), without a hit: top-dose activity, negative = inhibition, usual class: inhibitors. P00352; active = well fitted inhibition curve with a large enough effect, not every such curve was filed as active; inconclusive = small, poorly fitted or top-dose-only effect, or another doubt; inactive = no such curve, though single readings can be large or run the other way;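 note: plate controls were no enzyme wells and a reference inhibitor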
Target sequence (P00352 whole entry, looked up): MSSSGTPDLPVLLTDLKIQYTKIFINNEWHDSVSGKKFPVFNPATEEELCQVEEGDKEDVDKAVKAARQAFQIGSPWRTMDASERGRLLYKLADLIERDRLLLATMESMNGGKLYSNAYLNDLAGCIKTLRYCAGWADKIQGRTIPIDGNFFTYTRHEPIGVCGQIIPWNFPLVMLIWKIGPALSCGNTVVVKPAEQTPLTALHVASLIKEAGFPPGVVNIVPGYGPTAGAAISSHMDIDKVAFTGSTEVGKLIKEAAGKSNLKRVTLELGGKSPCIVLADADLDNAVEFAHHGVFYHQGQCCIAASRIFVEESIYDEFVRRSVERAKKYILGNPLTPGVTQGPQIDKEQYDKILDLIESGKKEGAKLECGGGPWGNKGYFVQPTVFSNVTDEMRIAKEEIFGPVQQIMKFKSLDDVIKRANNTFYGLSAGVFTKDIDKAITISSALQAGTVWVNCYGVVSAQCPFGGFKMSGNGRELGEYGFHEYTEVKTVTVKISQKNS
Tau fluor counter: counter-screen for tau fibril formation inhibitors. tau K18 P301L Alexa594 fluorescence, heparin fibrillization. Potency, µM (top dose mostly 57.7 µM), inactives show at the highest dose activity change, negative = decrease. 0.93% of 280,000 active; note: nearly all actives have a fitted effect of over 55% in size
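Human tau K18 P301L (15 uM unlabeled, 0.24 uM Alexa 594-labeled) in 100 mM sodium acetate pH 7 with 20 uM heparin, 6 hr at 37 C. ThT 30 uM added, 1 hr ambient; Alexa 594 FP and total fluorescence read at 555/632 nm.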
TR SRC2 fluor cs: alters Texas Red total fluorescence, flagging assay interference | TRb/SRC2 Texas Red total fluorescence interference | Potency, µM (titrated, usually from 106 µM), for the others: at the highest dose fluorescence change, negative = quenching | 0.29% of 280,000 active | AID 1479; active = well fitted curve in either direction with a large enough effect; inconclusive = small, poorly fitted or top-dose-only effect
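Flags fluorescent or light-absorbing compounds by total fluorescence, S + 2P, at 555 nm excitation and 632 nm emission. Mixture: 20 nM Texas Red SRC2 peptide, 0.6 uM human TRb LBD, 1 uM T3, 5% DMSO; compound exposure 5 h at ambient temperature.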
Tau fibril ThT: inhibitors of human tau fibril formation, thioflavin T binding; P10636; recombinant tau K18 P301L (four-repeat tau fragment), heparin-induced fibrillization, ThT fluorescence; Potency, µM (highest dose often 57.4 µM), for the others: top-dose activity, negative = inhibition, hits mostly inhibitors; 2.1% of 270,000 active; note: nearly all actives have a fitted effect of over 55% in size
Target sequence (P10636 561-689 P618L limits assumed): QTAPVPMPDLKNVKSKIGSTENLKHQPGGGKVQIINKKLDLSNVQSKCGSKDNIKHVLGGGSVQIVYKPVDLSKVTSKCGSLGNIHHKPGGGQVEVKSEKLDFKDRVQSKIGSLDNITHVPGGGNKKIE
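In this qHTS, human K18 P301L tau is incubated with compound and heparin for 6 hr at 37 C, and Thioflavin T fluorescence then reports fibril load.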
Tau FP inhib: tau fibrillization inhibition (FP); P10636; K18 P301L tau heparin fibrillization, Alexa594 FP, 6 h; Potency, µM (titrated, usually from 57.7 µM), for the others: at the top dose activity, negative = inhibition, actives largely listed as inhibitors; 0.39% of 280,000 active; note: nearly all actives have a fitted effect of over 55% in size
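K18 P301L tau (15 uM unlabeled/0.24 uM Alexa 594-labeled, final) + compound + heparin 20 uM final; 100 mM NaOAc pH 7; 6 hr 37 C; ThT 30 uM final added, 1 hr RT; FP ex 555/em 632 nm.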
TRb SRC2 PPI: disrupts binding of human TR beta to SRC2; TRbeta-SRC2 peptide binding, fluorescence polarization; receptor liganded with 1 µM T3; Potency, µM (doses to about 106 µM), without a hit: top-dose activity change, negative = inhibition, usual class: inhibitors; 0.065% of 280,000 active;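 note: plate controls were bound peptide for no effect and peptide without receptor for full effect; nearly all actives have a fitted effect of over 50% in size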
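TRb LBD 0.6 uM + Texas Red SRC2 peptide 20 nM, 1 uM T3, Tris buffer w/ 5% DMSO; compound pinned, 5 h RT; FP read ex 555/em 632; normalized to unbound and bound controls.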
* hit, by the source's call; ? = inconclusive; / = no result given; [ ] = remark or other dose. Unless noted, calls come from the whole dose curve; as a rule, active = well fitted curve in the direction sought with a large enough effect; inconclusive = small, poorly fitted or top-dose-only effect, or another doubt; inactive = no such curve, though single readings can be large; an effect the other way counts as inactive or inconclusive. Unless noted, % is set by controls: 0 for no effect and ±100 for the full control effect; potency is the fitted concentration of half-maximal effect. Hits appear at their usual frequency; about 8.5% have a hit in one of these screens.

SMILES	L3MBTL1 inh	aGal spleen mod	ALDH1A1 inh	Tau fluor counter	TR SRC2 fluor cs	Tau fibril ThT	Tau FP inhib	TRb SRC2 PPI
COc1ccc(OCC(=O)N(Cc2cccc(OC)c2)C2CCS(=O)(=O)C2)cc1 (centres undefined)	/	/	/	-2%	-4%	4%	1%	2%
Cc1ccc(NC(=O)c2cc3ccccc3o2)cc1S(=O)(=O)N(C)C	/	-1%	?	-23%	1%	-4%	-7%	-7%
CC1(C(=O)Nc2ncc(Cc3ccc(Br)cc3)s2)Cc2ccccc2C(=O)O1 (centres undefined)	/	/	/	-21%	-3%	-5%	-17%	8%
CCCCCn1c(CNC(=O)CCC)nc2ccccc21	1%	-6%	-6%	1%	-2%	-10%	2%	-8%
O=C(/C=C/c1ccc(O)cc1)c1ccc(NC2=C(N3CCCCC3)C(=O)c3ccccc3C2=O)cc1	?	0%	8.9µM*	13µM*[quencher]	-24%	7.9µM*	?	11%
O=c1n(Cc2ccccc2Cl)c2sc3c(c2c2ncnn12)CCCC3	-4%	0%	0%	4%	-1%	-5%	-10%	7%
CN(O)/C=C/C(=O)c1ccc(Br)cc1	16%	-5%	13µM*	-6%	-1%	?	-2%	2%
CC1CCCCN1Cc1ccc(N)cc1 (centres undefined)	-3%	2%	?	-1%	-3%	-1%	8%	-22%
CCCCc1ccc(NC(=O)COCC)cc1	7%	1%	14µM*	-1%	-1%	-6%	1%	-7%
CCCCC1OC2(C)OC(=N)C1(C#N)C(C#N)(C#N)C2c1ccccc1 (centres undefined)	-2%	?	?	-7%	11%	?	6%	-16%
O=C(O)c1ccc(NS(=O)(=O)/C=C/c2ccccc2)cc1O	-9%	18%	10µM*	-18%	0%	-18%	1%	4%
CCOC(=O)c1cc(-c2ccc(OC)cc2)n(CCC(=O)Nc2ccccc2OC)c1C	/	/	/	-23%	-1%	-4%	15%	-1%
CCCCN(C)CCCNC(=O)CN1C(=O)COc2ccc(S(=O)(=O)N3CCOCC3)cc21	/	/	/	-8%	5%	-3%	-5%	0%
Cc1ccccc1-c1nnc(NC(=O)c2cc3ccccc3oc2=O)s1	8%	5%	-2%	-9%	-3%	-19%	3%	1%
CCOc1ccc(OCC(=O)NCCS(=O)(=O)N2CCN(c3ccc(OC)cc3)CC2)cc1	/	/	/	-3%	-8%	-2%	10%	8%
Cn1c(C(=O)N2CCCC(C(=O)N3CCN(c4ccccc4)CC3)C2)cc2sccc21 (centres undefined)	/	/	/	-15%	-2%	-10%	0%	-4%
CC(C)(C)c1ccc(O)c(/C=N\O)c1	/	-2%	1%	-19%	-3%	-10%	?	-4%
COc1ccc(CCC(C)Nc2ccccc2F)cc1 (centres undefined)	70%[activator]	6%	-4%	-20%	1%	-18%	4%	0%
Cc1ccc(NC(=O)CN2C(=O)COc3ccc(S(=O)(=O)N4CCCCCC4)cc32)cc1C	/	/	/	-27%	-1%	2%	0%	-2%
Cc1ccc(CCNC(=O)c2cc3n(n2)CCCN(Cc2ccc(C)cc2)C3=O)cc1	/	/	/	8%	-1%	0%	2%	1%
CC(C)C(=O)Nc1ccc(C(=O)N2CCCCCC2)cc1	/	8%	0%	-8%	-2%	-3%	-3%	-5%
C=CCOc1ccc(Br)cc1CNCCO	-4%	-5%	-25%	4%	-6%	-6%	4%	-4%
CCNc1nc(NCC)n2c(SC(C(=O)Nc3cc(C)ccc3C)c3ccccc3)nnc2n1 (centres undefined)	8%	-2%	0%	-21%	2%	?	-13%	-7%
Cc1cc(C)nc(SC2CCCCC2NS(=O)(=O)c2ccc(Cl)cc2)n1 (centres undefined)	-5%	10%	-7%	-10%	-2%	-4%	-2%	-5%
O=C(CSc1nnc2ccccn12)Nc1nsc(-c2ccccc2)n1	1%	-2%	6%	4%	-1%	-4%	-10%	4%
SMILES	L3MBTL1 inh	aGal spleen mod	ALDH1A1 inh	Tau fluor counter	TR SRC2 fluor cs	Tau fibril ThT	Tau FP inhib	TRb SRC2 PPI
CC1CC(C)CN(C(=O)CCCn2c(=S)[nH]c3ccccc3c2=O)C1 (centres undefined)	-4%	-1%	?	-7%	-2%	-2%	0%	4%
O=C1COc2ccc(C(=O)COC(=O)CCSc3ccc(Cl)cc3)cc2N1	14%	-5%	2%	-11%	0%	-13%	-12%	1%
CC(C)(C)c1ccc(OCCCNCc2ccccc2)cc1	2%	-4%	-18%	-3%	0%	-11%	6%	-5%
Cc1csc2nc(CNS(=O)(=O)c3ccc4c(c3)CCCC4)cn12	-4%	7%	1%	-5%	0%	-9%	-2%	-3%
CC(Sc1cccc[n+]1[O-])C(=O)Nc1cccc(S(=O)(=O)N2CCOCC2)c1 (centres undefined)	13%	4%	?	0%	1%	-14%	5%	7%
COc1ccc2c(c1)c(C(C)=O)c(C)n2C	/	8%	/	-37%	-4%	/	12%	-5%
COc1ccc(C(O)c2nccn2Cc2ccccc2)cc1 (centres undefined)	-1%	3%	-1%	-4%	1%	-10%	-8%	4%
COc1ccc(OC)c(-c2nc3ccccc3nc2-c2ccccc2)c1	49%[activator]	9%	-5%	-13%	-1%	-12%	-2%	-2%
COCCc1nn2c(=O)cc(COC(=O)COc3ccc(F)cc3)nc2s1	/	/	/	-4%	-21%	-9%	3%	9%
COc1ccc(CC(=O)Nc2ccc3c(c2)CCC3)cc1	9%	4%	0%	-11%	-9%	-9%	-3%	3%
Cc1ccc(C)c(CN2C(=O)c3ccccc3S(=O)(=O)c3ccc(C(=O)NCCc4ccc(Cl)cc4)cc32)c1	/	/	/	-25%	?	-3%	?	-24%
COC(=O)c1c(C(=O)OC)c2cccc3cc(-c4ccccc4)c4ccc1c4n32	/	3%	-11%	?	-2%	3.5µM*	-14%	-19%
CC1(C)CC(=O)c2cc(C(=O)NC3CCSC3=O)c(=O)n(-c3ccc(Cl)cc3)c2C1 (centres undefined)	-1%	2%	?	8%	-1%	6%	-5%	-7%
Cc1ccc(C(=O)n2c(N)nc3ccccc32)cc1	-8%	-1%	7%	-2%	0%	9%	-6%	-4%
COCCn1c(=S)[nH]c2cc(OC)c(OC)cc2c1=O	9%	2%	32µM*	1%	-2%	-1%	-4%	-3%
Cc1cc(N)c(C)c([N+](=O)[O-])c1C	-2%	4%	3%	10%	0%	11%	-3%	4%
COC(=O)c1c(-c2ccc(Br)cc2)noc1N	/	5%	14%	-9%	2%	-6%	-7%	-22%
COC(=O)c1cc(NC(=O)CN2CCC(C(N)=O)(N3CCCCC3)CC2)cc(C(=O)OC)c1	-1%[11.4 µM]	3%	-5%	-4%	-8%	-8%	-1%	-6%
Clc1ccc(Cl)c(OCCCCNCc2ccccc2)c1	1%	1%	-10%	-15%	-2%	-16%	3%	-1%
CSCC(C)N1CCC(CO)(CCc2ccccc2)CC1 (centres undefined)	-15%	2%	?	-3%	-5%	-16%	-4%	-7%
COc1ccc(C(C)=O)cc1CSc1nc(NCc2ccc(Cl)cc2)c2ccccc2n1	/	/	/	-26%	3%	-4%	-5%	2%
CCOC(=O)C1CCN(C(=O)CCS(=O)(=O)c2ccc3c(c2)CC(C)N3C(=O)CC)CC1 (centres undefined)	/	-1%	5%	-2%	-1%	-2%	-8%	-6%
COc1ccc(Nc2nc(-c3cccs3)cs2)cc1	-1%	4%	?	?	-2%	?	4%	-7%
C[C@@H](C(=O)NCCCCCC(=O)O)n1nnc2ccccc2c1=O	5%	8%	0%	-5%	0%	-4%	-6%	3%
CCOC(=O)c1cc2c(=O)n3ccccc3nc2n(CC2CCCO2)c1=NC(=O)c1ccc(OCC)cc1 (centres undefined)	/	/	/	-14%	-1%	-8%	-6%	-1%
CC(=O)N(C)c1cccc([N+](=O)[O-])c1	/	-6%	9%	1%	-4%	-1%	-4%	1%

Gathered by group, those above with an aryl methoxy group (eleven)
SMILES	L3MBTL1 inh	aGal spleen mod	ALDH1A1 inh	Tau fluor counter	TR SRC2 fluor cs	Tau fibril ThT	Tau FP inhib	TRb SRC2 PPI
COc1ccc(OCC(=O)N(Cc2cccc(OC)c2)C2CCS(=O)(=O)C2)cc1 (centres undefined)	/	/	/	-2%	-4%	4%	1%	2%
CCOC(=O)c1cc(-c2ccc(OC)cc2)n(CCC(=O)Nc2ccccc2OC)c1C	/	/	/	-23%	-1%	-4%	15%	-1%
CCOc1ccc(OCC(=O)NCCS(=O)(=O)N2CCN(c3ccc(OC)cc3)CC2)cc1	/	/	/	-3%	-8%	-2%	10%	8%
COc1ccc(CCC(C)Nc2ccccc2F)cc1 (centres undefined)	70%[activator]	6%	-4%	-20%	1%	-18%	4%	0%
COc1ccc2c(c1)c(C(C)=O)c(C)n2C	/	8%	/	-37%	-4%	/	12%	-5%
COc1ccc(C(O)c2nccn2Cc2ccccc2)cc1 (centres undefined)	-1%	3%	-1%	-4%	1%	-10%	-8%	4%
COc1ccc(OC)c(-c2nc3ccccc3nc2-c2ccccc2)c1	49%[activator]	9%	-5%	-13%	-1%	-12%	-2%	-2%
COc1ccc(CC(=O)Nc2ccc3c(c2)CCC3)cc1	9%	4%	0%	-11%	-9%	-9%	-3%	3%
COCCn1c(=S)[nH]c2cc(OC)c(OC)cc2c1=O	9%	2%	32µM*	1%	-2%	-1%	-4%	-3%
COc1ccc(C(C)=O)cc1CSc1nc(NCc2ccc(Cl)cc2)c2ccccc2n1	/	/	/	-26%	3%	-4%	-5%	2%
COc1ccc(Nc2nc(-c3cccs3)cs2)cc1	-1%	4%	?	?	-2%	?	4%	-7%
